Screens (PubChem)
thrombin 1536 = blocks human thrombin protease activity; AID 1046; actives 0.26% (n = 220,000); inhibition, % at 5 µM; P00734; alpha-thrombin, Boc-VPR-AMC fluorogenic substrate cleavage;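 active = inhibition at or above 40%; inactive = inhibition below 40%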;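 note: 0% = enzyme with no compound and 100% = wells without enzyme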
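Test system: human alpha-thrombin; medium: pH 7.5 Tris-saline with Tween 20; times: reaction at room temperature; signal: AMC fluorescence at 355 nm excitation and 460 nm emission; also added: Boc-VPR-AMC substrate, 15 µM final; dosing: one concentration per compound, 5 µM, with 0.2% DMSO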
EBV gp42 block = inhibitors of Epstein-Barr virus glycoprotein 42 | Q1HVG2 | Fluorescence polarization binding assay, mP read-out | inhibition, % (tested at 21.74 µM) | actives 0.42% (n = 220,000); in the data active = inhibition above about 50%
TbHK1 inh = T. brucei hexokinase 1 inhibition. recombinant TbHK1, G6PDH-coupled NADH A340. inhibition, % at 10 µM. actives 0.11% (n = 220,000);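 active = inhibition of 50% or more in the single-dose primary screen; inactive = inhibition below 50%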
zfTRPN1 agonist = activates the zebrafish TRPN1 channel. HEK293 zebrafish TRPN1-YFP, Fluo-8 calcium fluorescence; 100% = response to 87 µM carbachol. activation, % at 3 µM. actives 0.18% (n = 220,000). AID 1424;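 active = activation above its plate's cutoff, the mean activation of test wells on that plate plus 3 SD, cut at about 19% in these data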;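 note: 0% = DMSO alone and 100% = 87 µM carbachol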
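Control set: carbachol 87 µM as high control, DMSO as low control; system: HEK293 stable line with zebrafish TRPN1-YFP; read-out: % activation versus carbachol response; detection: intracellular calcium fluorescence with Fluo-8; doses: single test compound dose, 3 µM nominal, 0.3% DMSO; schedule: dye 1 h 37 °C plus 30 min RT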
Furin inhibitor = inhibitors of human furin; P09958; purified furin, fluorogenic substrate cleavage; inhibition, % at 30 µM; actives 0.061% (n = 220,000); AID 463115; in the data active = inhibition above about 25%; note: inactives centre near -15
PPC-1+TRAIL kill = kills PPC-1 cancer cells in the presence of TRAIL | cell killing (% activity), % at 4 µM | actives 0.41% (n = 220,000) | PPC-1 cells + TRAIL, ATPLite viability luminescence | AID 1443;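 active = cell killing above 50% in the first pass at 4 µM, then a duplicate retest at 5 µM averaging 50% or more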;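 note: plate controls were cells with TRAIL plus DMSO for no effect and medium-only wells lacking cells for full effect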
m-calpain inh = blocks pig calpain II enzyme activity | purified calpain II, fluorogenic peptide substrate, 30 min | inhibition, % at 16 µM | actives 0.37% (n = 220,000);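 active = inhibition above about 50%, limit read from the data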
TRPML3 ag = activates the human TRPML3 channel. activation, % at 3 µM. Q8TDD5. AID 1448. HEK293 TRPML3-YFP, Fluo-8 calcium fluorescence; 100% = the carbachol control signal. actives 0.29% (n = 220,000);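 active = activation above its plate's cutoff, the mean activation of the plate's test wells plus 3 SD, cut at about 12% in these data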;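 note: 0% = DMSO only wells and 100% = carbachol wells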
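system = HEK293 cells stably carrying human TRPML3-YFP | doses = one concentration, 3 µM nominal, 0.3% DMSO | timing = dye loading 1 h 37 °C then 30 min ambient, 125 s read | detection = Fluo-8 calcium dye fluorescence, ex 470-495, em 515-575 nm | benchmarks = high control carbachol 87 µM, low control DMSO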
Cl transport mod = modulators of human KCC2 chloride dependent transport. Q9H2X9. KCC2 cells, thallium flux FluoZin-2 fluorescence. B-score of Tl+ flux slope (higher = more flux/activation; lower = inhibition) at 10 µM. actives 2.2% (n = 190,000). AID 1456;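 active = thallium flux slope and its plate-corrected score both differing from the plate sample mean at a set confidence after two filtering rounds, in either direction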;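 note: slope of fluorescence scaled to starting intensity during 10 to 20 s after thallium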
Target sequence (Q9H2X9 whole entry, looked up): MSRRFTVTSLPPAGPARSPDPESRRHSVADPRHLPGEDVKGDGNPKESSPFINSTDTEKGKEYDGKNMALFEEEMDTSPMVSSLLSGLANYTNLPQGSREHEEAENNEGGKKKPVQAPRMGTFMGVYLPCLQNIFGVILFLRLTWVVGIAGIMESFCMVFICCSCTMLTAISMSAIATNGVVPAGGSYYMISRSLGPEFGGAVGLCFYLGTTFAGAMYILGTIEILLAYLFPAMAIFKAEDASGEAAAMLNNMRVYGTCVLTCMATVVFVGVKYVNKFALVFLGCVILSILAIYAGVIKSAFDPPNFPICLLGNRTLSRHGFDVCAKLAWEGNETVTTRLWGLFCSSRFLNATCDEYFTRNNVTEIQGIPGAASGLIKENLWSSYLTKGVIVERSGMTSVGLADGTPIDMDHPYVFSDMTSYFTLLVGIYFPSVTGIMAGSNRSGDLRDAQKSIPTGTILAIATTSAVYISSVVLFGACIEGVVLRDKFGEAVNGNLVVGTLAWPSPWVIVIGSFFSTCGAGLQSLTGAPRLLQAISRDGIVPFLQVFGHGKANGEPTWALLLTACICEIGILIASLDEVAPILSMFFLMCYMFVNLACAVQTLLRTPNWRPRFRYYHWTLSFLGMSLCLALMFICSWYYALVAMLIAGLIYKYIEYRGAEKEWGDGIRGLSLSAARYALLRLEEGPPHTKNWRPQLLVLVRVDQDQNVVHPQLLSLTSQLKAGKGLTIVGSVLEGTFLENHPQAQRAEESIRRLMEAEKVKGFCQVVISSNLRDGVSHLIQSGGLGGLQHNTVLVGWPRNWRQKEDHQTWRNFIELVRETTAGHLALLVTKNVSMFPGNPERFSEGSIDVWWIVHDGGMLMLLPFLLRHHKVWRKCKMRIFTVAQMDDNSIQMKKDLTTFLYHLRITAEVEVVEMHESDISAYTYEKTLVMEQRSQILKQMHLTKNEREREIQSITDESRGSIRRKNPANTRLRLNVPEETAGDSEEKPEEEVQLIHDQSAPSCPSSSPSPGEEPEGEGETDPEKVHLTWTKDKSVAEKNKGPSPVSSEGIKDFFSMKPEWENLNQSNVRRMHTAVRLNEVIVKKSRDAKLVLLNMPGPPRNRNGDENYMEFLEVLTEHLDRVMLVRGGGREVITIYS
* hit, by the source's call; / = not tested or not shown; [ ] = remark or other dose.

SMILES	thrombin 1536	EBV gp42 block	TbHK1 inh	zfTRPN1 agonist	Furin inhibitor	PPC-1+TRAIL kill	m-calpain inh	TRPML3 ag	Cl transport mod
C=CCSc1nc(-c2ccc3c(c2)OCO3)cc(C(F)(F)F)c1C#N	-2	-14	-3	0.9	-25[20 µM]	30	-85	0.7	/
O=C(Nc1ccc(NC(=O)c2ccco2)nc1)c1ccccn1	-7	-4	-9	1.4	-21	29	-22	1.1	-0.26
O=C(COC(=O)Cc1ccc(Br)cc1)NCc1ccc(F)cc1	1	2	0	-2.4	-18	3	38	-0.6	-0.65
Cc1cccc(NC(=O)CN2C(=O)N/C(=C/c3cc(C)n(-c4ccncc4)c3C)C2=O)c1	4	-26	-6	0.4	-5	23	-13	-0.6	0.36
O=C(Cc1cccs1)Nc1nnc(SCC(=O)N2CCCCC2)s1	7	3	0	-0.1	-27	2	16	0.4	/
CCN1CCN(CCNC(=O)C2CCN(Cc3nc(-c4ccc(Cl)cc4)oc3C)CC2)CC1	1	-13	10	2.2	-17	2	-18	0.8	/
Cc1nn(-c2ccccc2)c(C)c1NC(=O)Cc1cccs1	-1	1	3	0.7	-8	-5	-4	0.7	0.03
Cc1nc(S(=O)(=O)Nc2ccc3c(c2)OCCO3)cn1C	3	-9	2	1.5	-14	-8	-15	0.8	-0.4
Cc1cc(NC(=O)c2ccc(F)cc2)n(-c2ccccn2)n1	-6	-15	3	-0.5	-21	-1	-8	0.7	-0.41
CC1=C(C(=O)Nc2ccccc2)C(c2ccccc2)N2C(=O)CSC2=N1 (stereo not drawn)	-2	-10	-9	0.2	-21	8	-24	0.2	0.66
Cc1ccc(P(=O)(CO)c2ccc(C)cc2)cc1	-5	-19	-1	0.0	-20[20 µM]	18	-14	-0.3	-0.55
CCC(C)C(=O)Nc1ccc([N+](=O)[O-])cc1OC (stereo not drawn)	1	-18	-20	-1.3	-11	13	47	0.3	0.11
COc1cccc(C2NC(=O)NC(C)=C2C(=O)Nc2ccc(C)cc2)c1 (stereo not drawn)	-9	-13	-2	1.4	-29	2	-27	-0.6	0.49
Cc1ccc(NC(=O)Cn2cccc2)cc1C	-4	-11	1	0.7	-19	-4	6	1.5	0.019
Cc1cc(N2CCN(C)CC2)nc2ccc(NC(=O)c3ccc(Br)o3)cc12	-10	-6	-24	0.5	-24	10	-13	0.2	-0.013
Cc1ccc(C(=O)N/C(=C\c2ccc(-c3ccc(Br)cc3)o2)C(=O)NC2CCS(=O)(=O)C2)cc1 (stereo not drawn)	-15	-1	-12	0.1	-13	24	-179	0.0	0.036
CCOc1ccc(NC(=O)C(=O)NCCCn2ccnc2)cc1	-19	-2	-2	0.6	-5[20 µM]	-1	-50	1.0	/
Cc1ccc(-n2c(C)cc(C3=NNC(=NC4CC4)SC3)c2C)cc1C	-9	-9	-10	1.0	-4	23	21	0.2	1.7
CC(Sc1nc2ccccc2s1)C(=O)NC1CCCc2ccccc21 (stereo not drawn)	-2	12	0	0.1	-10	-11	16	-0.7	-2
CC(=O)n1cc([C@@H]2C=C(C(=O)N3CCN(Cc4ccc5c(c4)OCO5)CC3)O[C@H](OCc3ccc(CO)cc3)C2)c2ccccc21	6	2	-9	3.7	-15	9	-13	0.6	0.94
CC(=O)c1sc2nc(-c3ccc(C)cc3)c3c(c2c1N)CCCC3	-6	17	-12	-0.6	-22	17	-291	0.4	1.2
C=CCNC(=O)C1(c2ccccc2)CC1(Cl)Cl (stereo not drawn)	-6	-13	30	-1.2	-15	0	-7	-0.1	-0.018
COc1ccc(S(=O)(=O)Nc2nnc(CC(C)(C)C)s2)cc1	-6	-22	-6	-1.1	-12	19	13	-0.1	-0.82
COC(=O)Oc1ccc(/C=C/C(=O)OC(C)C)cc1OC(=O)OC	-5	-11	-11	0.2	-20	-3	-7	0.4	-0.14
COc1ccc(C2=NOC3(CC(=O)N(c4ccc(Cl)cc4)C3=O)C2)c(OC)c1 (stereo not drawn)	27	3	-1	0.2	-21[20 µM]	28	8	1.0	0.13
COCCCNC(=S)NCCCNc1nc2cc3c(cc2cc1C#N)OCO3	4	-11	-4	-0.7	-56[20 µM]	-20	-453	0.6	/
O=C(NCCc1c[nH]c2ccccc12)c1cnc2n(c1=O)CCS2	-4	-21	-6	2.7	-12	5	20	0.7	-0.066
Fc1ccc(C(c2nnnn2C2CCCCC2)N2CCCC2)cc1 (stereo not drawn)	-4	-22	0	-1.1	-21	-15	1	-0.5	-0.37
CCC(C)[C@H](NC(=O)CCn1nnc2ccccc2c1=O)C(=O)O (stereo partly drawn)	-3	-11	4	-0.2	-10	23	4	0.2	1.1
CC1=C(C(=O)OCc2ccccc2)C(c2ccc(Cl)cc2)NC(=O)N1CCCCCC(=O)O (stereo not drawn)	1	-2	16	0.8	-4	-28	-36	0.5	-1.7
Nc1n[nH]c2cc(=O)n(-c3ccc(Cl)cc3)nc12	-2	10	-3	-0.2	-27	36	-48	0.9	0.27
O=C(NNc1ccc(C(F)(F)F)cc1[N+](=O)[O-])c1ccc(NS(=O)(=O)c2ccc(F)cc2)cc1	-5	-1	27	-0.8	-17	20	-63	-0.4	0.16
Cc1cc(-c2ccccc2N)n[nH]1	-4	-12	3	-0.2	-21	20	-12	0.4	-0.26
Cc1cc(C)c2sc(NC(=O)CN3C(=O)CCC3=O)nc2c1	0	-9	-14	-0.6	-22	22	-14	1.0	-1.1
N#Cc1ccc(N2Cc3ccccc3C2=NC(=O)c2cccnc2Cl)cc1	-4	-11	-14	1.0	-15	18	26	0.1	/
Cc1ccccc1C(=O)NNC(=O)CSc1nc(-c2ccccc2)cc(=O)[nH]1	-6	1	-3	0.9	-16	10	11	1.2	-0.64
CC(=O)c1cnn(-c2cc(Oc3ccc(F)cc3)ncn2)c1C	7	-13	-2	1.3	2[20 µM]	13	-7	0.3	-0.33
CCc1cc2ccc(OC)cc2nc1SCC(=O)Nc1cc(C)on1	1	-11	1	-0.6	-3	12	12	0.2	0.31
CCCCn1c(NC(=S)Nc2ccccc2)nc2ccccc21	-6	5	62*	-0.5	-1	-7	22	0.6	47*
O=C(COC(=O)c1ccc2[nH]c3c(c2c1)CCCC3)NC1CCS(=O)(=O)C1 (stereo not drawn)	-15	-7	2	3.1	-20	13	13	1.2	0.047
CNC(=O)c1cc(C(=O)c2c(Cl)cccc2Cl)c[nH]1	-1	-11	-4	1.3	-29	2	-6	1.4	-0.66
Cc1ccc(S(=O)(=O)N2CCN(S(C)(=O)=O)C2)cc1	-2	4	5	-1.1	-29	3	17	0.1	0.71
CC(=O)OCC(=O)[C@H]1CC[C@H]2[C@@H]3CC=C4C[C@@H](O)CC[C@]4(C)[C@H]3CC[C@]12C	-2	0	-1	0.3	-17	17	16	0.5	-1.3
COC(C(=O)NCc1ccc(C)cc1)c1ccccc1 (stereo not drawn)	9	-24	-5	0.5	-17	14	-12	0.1	-0.011
FC(F)Sc1ccc(N=C2NN=C(c3ccc4c(c3)OCCO4)CS2)cc1	5	-6	-17	0.2	-13[20 µM]	6	16	0.1	0.95
CN(C)C(=O)c1ccccc1-c1ccccc1	-5	-1	1	0.4	-12[20 µM]	19	22	0.6	/
Clc1ccc(-c2nc(Cc3ccccc3Cl)no2)cc1	0	-7	-4	0.9	-12[20 µM]	6	-13	0.8	-0.49
Cc1ccc(Nc2nc(N)nc(-c3oc4ccccc4c3C)n2)cc1	-1	22	-4	1.9	-16	6	-94	0.5	0.59
CCOC(=O)CN1N=C(/C=C/c2ccc(OC)cc2)CCC1=O	6	-3	-55	-0.1	-2[20 µM]	16	13	-0.2	0.042
O=C(COC(=O)C1Cc2ccccc2CN1C(=O)c1ccccc1)Nc1ccc(SC(F)F)cc1 (stereo not drawn)	-9	0	3	-0.8	-9	32	18	-0.4	0.27

Further structures:
SMILES	thrombin 1536	EBV gp42 block	TbHK1 inh	zfTRPN1 agonist	Furin inhibitor	PPC-1+TRAIL kill	m-calpain inh	TRPML3 ag	Cl transport mod
Cc1cccn2c(CN(C)C3CCOC3)c(C(=O)N3CCCCC3)nc12 (stereo not drawn)	-2	-13	-3	0.8	-15	7	-21	0.6	0.39
O=C(CCn1c(=O)c2sccc2n(CC(=O)NCc2ccco2)c1=O)NCc1ccccc1	3	-7	6	1.6	14[20 µM]	4	-17	-0.5	-1.3
CCOC(=O)C(NCCc1ccccc1F)(NC(=O)CC)C(F)(F)F (stereo not drawn)	-2	-4	31	-1.1	-2	29	-10	1.4	1.9
O=C(Nc1nnc(-c2ccco2)o1)c1ccc2ccccc2c1	-14	-2	30	-1.9	-13	7	18	0.4	38*
CC1=NN2C(=N)/C(=C\c3cc(C)n(-c4ccc(C)cc4)c3C)C(=O)N=C2S1	-12	-1	-24	0.4	-14	-1	-107	0.7	0.067
Cc1cc(C(=O)OCC(=O)N2CCOCC2)c2ccccc2n1	2	-14	36	1.3	-11	17	4	0.8	0.0093
Cc1ccc(-c2nn3nnnc3c3ccccc23)cc1C	2	-21	-5	-1.4	4[20 µM]	-4	-14	-0.1	-0.42
COC(=O)[C@@H]1C[C@H]2CC[C@H](O)C[C@H]2N1Cc1ccc(C(C)(C)C)cc1	-4	-10	-9	/	-29	13	4	/	-0.26
Cc1noc(C)c1COc1ccc(C(=O)OCC(=O)c2ccc3c(c2)OCCO3)cc1	17	-13	14	2.2	-17	12	15	1.3	0.71
Cc1cc(NC(=O)c2cc(-c3ccc(Br)cc3)on2)no1	-1	-8	-1	1.3	-20	10	-7	0.3	0.35
COc1cc(NC(=S)NC(=O)c2ccc(C(C)(C)C)cc2)ccc1NC(=O)c1cccs1	-2	-24	-10	-1.1	-13	27	6	0.3	1.1
COC(=O)c1ccccc1NC(=S)NC(=O)COc1ccccc1Cl	1	-7	7	-0.6	-13	13	-8	-0.8	19*
O=C(CC(Nc1ccc(F)cc1)C(=O)OCC(=O)c1cccs1)c1ccccc1 (stereo not drawn)	50*	13	-10	1.1	-12	-1	6	1.1	-0.75
CCOC(=O)CSc1ccc(S(=O)(=O)N2CCC(C)CC2)cc1[N+](=O)[O-]	0	12	-3	-0.6	-30	17	-5	1.3	0.48
Cc1oc2ccc(OS(C)(=O)=O)cc2c1C(=O)OC(C)C	-4	-13	-1	-3.0	-25	8	-6	-0.8	-0.32

5 compounds picked at random from those above, as already listed:
SMILES	thrombin 1536	EBV gp42 block	TbHK1 inh	zfTRPN1 agonist	Furin inhibitor	PPC-1+TRAIL kill	m-calpain inh	TRPML3 ag	Cl transport mod
CCOC(=O)CSc1ccc(S(=O)(=O)N2CCC(C)CC2)cc1[N+](=O)[O-]	0	12	-3	-0.6	-30	17	-5	1.3	0.48
Cc1oc2ccc(OS(C)(=O)=O)cc2c1C(=O)OC(C)C	-4	-13	-1	-3.0	-25	8	-6	-0.8	-0.32
O=C(CC(Nc1ccc(F)cc1)C(=O)OCC(=O)c1cccs1)c1ccccc1 (stereo not drawn)	50*	13	-10	1.1	-12	-1	6	1.1	-0.75
COC(=O)c1ccccc1NC(=S)NC(=O)COc1ccccc1Cl	1	-7	7	-0.6	-13	13	-8	-0.8	19*
COc1cc(NC(=S)NC(=O)c2ccc(C(C)(C)C)cc2)ccc1NC(=O)c1cccs1	-2	-24	-10	-1.1	-13	27	6	0.3	1.1
